PG9 binder: PG9 antibody binding by small molecule; TR-FRET gp120-PG9 antibody binding; 360,000 tested, 0.43% active; AID 624416; inhibition, % at 6.7 µM; in the data active = inhibition above about 8.5%
NPR2 activator: GC-B (human) receptor activation; HEK293-GC-B cells, CNP EC30, cGMP TR-FRET; 0% at EC30 CNP, 100% saturating CNP; activation, % at 10 µM; 370,000 tested, 0.11% active; AID 1920062;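 active = activation at 10 µM reaching about 35% in either raw or pattern-adjusted values, limit read from the data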
SMARCA2 act: activators of SMARCA2 function; MG213 cells, MMTV-luciferase reporter, dexamethasone, overnight; activation, % at 9.1 µM; 370,000 tested, 1% active; in the data active = activation above about 7.8%;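 also: 0% = vehicle wells and 100% = reference activator wells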
ASAP1 GAP inh: inhibitors of human ASAP1 ArfGAP activity | 360,000 tested, 0.19% active | AID 624377 | ASAP1-stimulated ARF1 GTP hydrolysis, GDP FP detection | Q9ULH1 | inhibition, % at 16.5 µM; in the data active = inhibition above about 25%;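 also: 0% = vehicle with enzyme and substrate and 100% = no enzyme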
Target sequence (Q9ULH1 325-724 limits assumed): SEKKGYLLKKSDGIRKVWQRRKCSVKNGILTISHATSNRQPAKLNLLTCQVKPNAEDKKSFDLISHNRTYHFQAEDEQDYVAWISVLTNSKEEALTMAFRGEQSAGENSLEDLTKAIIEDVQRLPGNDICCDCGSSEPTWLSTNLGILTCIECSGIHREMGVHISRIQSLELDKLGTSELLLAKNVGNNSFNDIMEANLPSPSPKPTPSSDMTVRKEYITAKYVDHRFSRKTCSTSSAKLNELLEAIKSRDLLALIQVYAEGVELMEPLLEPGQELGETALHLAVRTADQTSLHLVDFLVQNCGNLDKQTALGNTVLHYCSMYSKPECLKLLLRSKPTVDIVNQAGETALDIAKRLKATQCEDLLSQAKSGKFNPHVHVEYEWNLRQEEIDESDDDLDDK
HTRA1 inhibitor: blocks human HTRA1 serine peptidase | Q92743 | recombinant HTRA1, FP-rhodamine activity-based probe, fluorescence polarization | inhibition, % at 5.96 µM | 340,000 tested, 0.5% active | AID 504803; in the data active = inhibition above about 36%;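 also: 0% = enzyme with DMSO and 100% = wells lacking enzyme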
Target sequence (Q92743 whole entry, looked up): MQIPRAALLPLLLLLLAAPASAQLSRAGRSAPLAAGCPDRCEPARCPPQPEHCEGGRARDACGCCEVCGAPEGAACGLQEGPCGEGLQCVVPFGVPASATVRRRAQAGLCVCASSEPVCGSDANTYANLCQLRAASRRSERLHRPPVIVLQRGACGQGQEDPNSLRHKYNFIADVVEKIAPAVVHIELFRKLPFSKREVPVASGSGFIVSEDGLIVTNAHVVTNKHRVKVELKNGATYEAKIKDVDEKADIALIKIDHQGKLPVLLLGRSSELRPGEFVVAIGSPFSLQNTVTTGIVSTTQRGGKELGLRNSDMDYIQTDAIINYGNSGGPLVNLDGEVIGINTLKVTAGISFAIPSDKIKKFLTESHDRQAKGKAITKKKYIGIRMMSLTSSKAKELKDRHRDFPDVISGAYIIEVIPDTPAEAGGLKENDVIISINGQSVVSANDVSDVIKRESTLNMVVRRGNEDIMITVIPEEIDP
NPR1 activator: GC-A (human) enzyme activation; activation, % at 10 µM; HEK293 GC-A cells, cGMP TR-FRET, EC30 ANP; 0% at EC30 ANP, 100% saturating ANP; P16066; 370,000 tested, 0.14% active; AID 1671463; in the data active = activation above about 40%
Rev-erbA mod: modulators of human Rev-erb alpha DNA binding; AID 1259318; activity, % at 10 µM; Rev-erbα–FITC-DNA binding, fluorescence polarization, 90 min; 370,000 tested, 0.79% active;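 active = activity above about 14%, limit read from the data; passing the limit was not always enough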;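 also: 0% = DMSO wells with 35 nM protein and 100% = DMSO wells with 750 nM protein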
ARFGAP1 inh: inhibits rat ARF GTPase activating protein 1; Q62848; Arfgap1-stimulated ARF1 GTP hydrolysis, GDP FP detection; inhibition, % at 16.5 µM; 360,000 tested, 0.26% active; AID 651572;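 active = inhibition above a per-plate limit, mean inhibition of low control wells plus 3 SD, cut at about 25% in these data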;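 also: 0% = DMSO wells with enzyme and 100% = wells lacking Arfgap1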
Target sequence (Q62848 1-136 limits assumed): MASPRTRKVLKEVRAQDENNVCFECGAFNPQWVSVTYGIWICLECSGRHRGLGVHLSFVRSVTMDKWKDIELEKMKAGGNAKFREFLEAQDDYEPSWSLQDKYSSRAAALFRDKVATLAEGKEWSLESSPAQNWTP
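Material: rat Arfgap1 GAP domain (His6, aa 1-136), purified enzyme. Also added: human ARF1(Δ1-17)-GTP substrate. Compound dosing: 16.5 µM single point, 1.26% DMSO. Timing: enzyme reaction 120 min at 25 °C after 20 min preincubation. Signal: GDP detection by fluorescence polarization. Read-out basis: percent inhibition of GAP-stimulated GDP formation, scaled between DMSO and no-Arfgap1 medians.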
mABHD4 FP: inhibits mouse alpha/beta hydrolase domain 4. Q8VD66. purified mABHD4, FP-Rh probe fluorescence polarization. inhibition, % at 8.92 µM. 370,000 tested, 0.54% active. AID 720543;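 active = inhibition exceeding the mean over every tested compound plus 3 SD, cut at about 30% in these data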;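 also: 0% = plate median of compound wells and 100% = S159A mutant with DMSO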
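Assay system: wild-type mouse ABHD4 protein; compound: single nominal dose of 8.92 µM, 0.89% DMSO final; schedule: 45 min + 60 min at 25 °C; measured by: FP readout, ex 525 nm / em 598 nm; evaluation: % inhibition of FP-Rh probe binding versus controls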
rCAG binder: r(CAG) repeat RNA binding | TO-PRO-1 dye displacement fluorescence | inhibition, % at 3 µM | 370,000 tested, 1.3% active | AID 651821;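 active = inhibition above the plate cutoff, the mean of all test compounds on that plate plus 3 SD, cut at about 35% in these data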;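 also: 0% = DMSO alone and 100% = 100 µM mitoxantrone as full dye displacement; higher means more dye released from RNA so lower well fluorescence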
The depositor's hits bear a star; x = no result given.

SMILES | PG9 binder | NPR2 activator | SMARCA2 act | ASAP1 GAP inh | HTRA1 inhibitor | NPR1 activator | Rev-erbA mod | ARFGAP1 inh | mABHD4 FP | rCAG binder
COc1ccc(-c2ccc(SCC(=O)NC3CCCC3)nn2)cc1 | -0.2 | 2 | -4 | 8 | 9 | 3 | -6 | -3 | 3 | 3
O=C(C1=C[C@@H](C2CC2)C[C@@H](OCc2ccc(CO)cc2)O1)N1CCN(Cc2ccccc2)CC1 | 0.1 | 1 | 0 | 5 | -5 | 1 | -2 | -3 | -4 | -8
CCOC(=O)c1sc2nc(C)nc(NCCc3ccccn3)c2c1C | -1.5 | -7 | -2 | 3 | -13 | 8 | 1 | -2 | -2 | 0
CC(C)=CCC[C@](C)(O)C1CC[C@]2(C)C1[C@H](O)CC1[C@@]3(C)CC[C@H](O[C@@H]4O[C@H](CO)[C@@H](O)[C@H](O)[C@H]4O[C@@H]4O[C@H](CO)[C@@H](O)[C@H](O)[C@H]4O)C(C)(C)C3CC[C@]12C (stereo partly specified) | 0.3 | -15 | 0 | 3 | -17 | 6 | -8 | 3 | -5 | 7
Cc1ccc(S(=O)(=O)Nc2ccccc2C(=O)Nc2ccc(S(=O)(=O)Nc3nccc(C)n3)cc2)cc1 | 0.6 | 2 | -2 | -4 | -7 | 3 | -8 | -10 | -6 | 59*
COc1cccc(CNC(=O)Cn2c(-c3ccccc3)cc(C(C)=O)c2C)c1OC | x | -5 | 0 | x | x | 0 | -2 | x | -5 | 2
O=C(Cc1ccc(F)cc1)Nc1ccc(S(=O)(=O)N2CCCCC2)cc1 | -1.3 | 4 | -3 | -2 | -10 | -1 | 6 | 1 | 0 | 3
CCOC(=O)Cc1csc(NC(=O)c2ccc(OC)c(OC)c2)n1 | -0.3 | 0 | -5 | 2 | -1 | 1 | -4 | -1 | 1 | -5
COc1ncnc2c1ncn2CCCN1CCN(c2ncccn2)CC1 | 0.8 | 5 | -4 | 1 | 11 | 3 | -3 | -22 | 7 | -2
CCOC(=O)CSc1ncnc2c(C(=O)OCC)c3n(c12)CCC3 | -3.3 | -5 | 7 | -13 | -3 | 4 | 0 | -14 | -5 | -3
S=C(Nc1ccc(Cl)cc1)NN1CCOCC1 | 1.8 | 6 | 0 | 6 | 1 | 0 | -1 | -1 | 3 | 0
Cn1ncc2c(Nc3cccc(C(=O)O)c3)ncnc21 | -0.1 | 1 | -1 | 10 | 1 | -1 | -1 | 5 | -3 | -1
CCCNC(=O)C(Cc1cccc(C#N)c1)NC(=O)c1cccc([N+](=O)[O-])c1 (stereo unspecified) | 0.7 | -2 | 2 | 11 | -3 | 2 | -1 | -3 | 5 | -1
COc1ccc(/C=C/C(=O)NCCc2c[nH]c3ccccc23)cc1OC | -1.9 | 4 | 0 | -4 | -3 | 4 | -3 | 5 | -7 | 1
CCCN1C2CCCC1CC(NC(=O)c1ccccc1OC)C2 (stereo unspecified) | -0.8 | 2 | -1 | 1 | -9 | 1 | 1 | -8 | 3 | -4
COc1ccccc1-c1noc(CCC(=O)Nc2cccc(C(F)(F)F)c2)n1 | -1.9 | -1 | -6 | 3 | -30 | 1 | -6 | -13 | -27 | 3
Cc1ccc(CNC(=O)CSc2ccc(-c3ccco3)nn2)cc1 | 3.2 | 0 | -3 | 7 | -6 | -2 | 6 | 0 | 3 | -1
O=S1c2ccccc2Oc2ccccc21 | 0.9 | 4 | -6 | 10 | 0 | -2 | -4 | -1 | -3 | 1
CCC(=O)n1nc(-c2ccc(OC)cc2)nc1SC | 0.5 | 7 | 1 | 14 | -1 | 0 | -6 | -1 | -11 | 2
CNc1ccccc1NC(=O)CCn1c(=S)oc2ccccc21 | -1.5 | -3 | 0 | 0 | 3 | 0 | -1 | 13 | -1 | 0
COCCCn1c(-c2ccsc2)nc2c1c(=O)[nH]c(=O)n2Cc1ccccc1 | -3.5 | 23 | 6 | -20 | -3 | 19 | 4 | -4 | -4 | 3
CN(C)S(=O)(=O)c1ccc(N2CCCC2)c(C(=O)NNC(=O)c2ccc(Br)cc2)c1 | -0.3 | -1 | -3 | 5 | 5 | -3 | 2 | -6 | 1 | 3
Cc1c(F)cccc1NC(=O)CCCCCC1NC(=O)NC1C (stereo unspecified) | 0.4 | 3 | 4 | 5 | 0 | -1 | 1 | 13 | -2 | -2
COc1ccc(CN2CCc3ccccc3C2)c(OC)c1 | 0.7 | -1 | 0 | 5 | 1 | -4 | 0 | 6 | 12 | -4
CC(=O)c1ccc(NC(=O)CCc2nnc3ccc(N4CCCC4)nn23)cc1 | -0.5 | -2 | 1 | 2 | 6 | 1 | -5 | -11 | 1 | -2
COc1ccc(S(=O)(=O)N2CCC(C(=O)N[C@@H](C)C(=O)NCc3cccnc3)CC2)cc1 | -0.6 | 10 | -2 | -13 | 3 | 2 | 0 | 7 | 0 | 4
CC(Oc1ccc(Cl)cc1)c1ccnn1S(C)(=O)=O (stereo unspecified) | -1.2 | 3 | 1 | 9 | -5 | 7 | 5 | -4 | 1 | 3
CC(C)(C)OC(=O)N[C@@H](C(=O)OC(C)(C)C)c1ccc(Br)cc1 | 0.8 | -7 | 2 | 10 | -10 | -2 | 3 | -9 | 4 | -6
O=C(O)c1ccc(N2C(=O)CC(SC(=NCc3ccc4c(c3)OCO4)Nc3ccc(F)cc3)C2=O)cc1 (stereo unspecified) | -1.9 | 2 | 1 | -6 | 5 | 2 | -2 | -5 | -27 | 77*
Cc1ccc(NC(=O)NC2(C(=O)NCc3ccccc3)CCCCC2)cc1 | 0.4 | -2 | -2 | 4 | -9 | 0 | -2 | 3 | 2 | -2
COc1cc(/C=N\NC(=O)CNC(=O)c2cccc([N+](=O)[O-])c2)ccc1O | -0.9 | -2 | 2 | -3 | -1 | -3 | 2 | -3 | -4 | 3
Cc1cnnn1-c1ccc([N+](=O)[O-])cc1 | 0.6 | -2 | -1 | -3 | x | 6 | 0 | 7 | -3 | 1
COc1ccccc1NC(=O)C(=O)NCCC1CCCCN1S(=O)(=O)c1cccs1 (stereo unspecified) | -1.4 | 2 | 2 | -8 | -7 | -1 | 3 | -3 | 2 | -5
CC(C)CN(C(=O)COC(=O)Cn1cnc2ccccc2c1=O)C1CCS(=O)(=O)C1 (stereo unspecified) | -0.6 | 1 | -1 | 3 | 2 | -1 | -2 | -16 | 9 | 1
CCOCCOC(=O)c1[nH]c2c(c1C)C(=O)CC(c1cccs1)C2 (stereo unspecified) | -0.2 | -12 | -1 | -8 | -2 | 2 | -2 | 2 | -23 | -1
Cc1ccc(N(CC(=O)N(C)Cc2ccccc2)S(C)(=O)=O)cc1C | 1.5 | -4 | -1 | -5 | 6 | -3 | 2 | 1 | -5 | -7
O=C1[C@H]2[C@@H](c3ccc(C(F)(F)F)cc3)N[C@]3(CCCN(Cc4ccccc4)C3=O)[C@H]2C(=O)N1Cc1ccccc1 | -1.9 | 4 | -3 | -4 | -19 | 5 | -10 | 3 | -8 | 2
CCN(CC)S(=O)(=O)c1cc(Br)ccc1OC | -1.0 | -2 | -2 | -7 | 7 | -2 | -2 | -11 | -5 | -2
CCC(C)c1c(N)n(S(=O)(=O)c2ccc(C)cc2)oc1=O (stereo unspecified) | 0.7 | -1 | -2 | -1 | -2 | -1 | 2 | -8 | 2 | 2
COCCNC(C)C(=O)C12CC3CC(CC(C3)C1)C2 (stereo unspecified) | 1.4 | 4 | 1 | 11 | 9 | 1 | 5 | -7 | 2 | -5
CC(Sc1nncn1C)C(=O)Nc1ccc(Cl)cn1 (stereo unspecified) | -0.3 | -4 | -1 | -8 | 1 | -1 | 0 | 2 | 2 | -2
O=C1CC(SC2=NCCS2)C(=O)N1c1ccc(Br)cc1 (stereo unspecified) | 0.9 | -3 | -2 | -1 | -9 | 1 | -1 | -10 | 2 | 6
Cc1ccc2c(c1)C(=O)N(CCCCO)C2=O | -0.1 | 3 | -3 | -4 | -2 | -2 | -1 | 3 | -2 | -2
CCCN(CC(=O)Nc1ccccc1C)C(=O)C1CCN(S(=O)(=O)c2ccc(C)c(C)c2)CC1 | -2.8 | -4 | -2 | -13 | -6 | -2 | 1 | -3 | 7 | 1
Cc1nn(-c2ccccc2)nc1C(=O)Nc1ccc2[nH]ncc2c1 | -1.7 | 0 | 0 | -2 | -13 | -8 | 2 | 9 | 3 | 0
N#Cc1ccc(Oc2ccc(C(N)=O)cc2)cc1C#N | 2.3 | -1 | -3 | -5 | 4 | 0 | -6 | 14 | -2 | -1

Gathered by group: those above with a halogen.
SMILES | PG9 binder | NPR2 activator | SMARCA2 act | ASAP1 GAP inh | HTRA1 inhibitor | NPR1 activator | Rev-erbA mod | ARFGAP1 inh | mABHD4 FP | rCAG binder
O=C(Cc1ccc(F)cc1)Nc1ccc(S(=O)(=O)N2CCCCC2)cc1 | -1.3 | 4 | -3 | -2 | -10 | -1 | 6 | 1 | 0 | 3
S=C(Nc1ccc(Cl)cc1)NN1CCOCC1 | 1.8 | 6 | 0 | 6 | 1 | 0 | -1 | -1 | 3 | 0
COc1ccccc1-c1noc(CCC(=O)Nc2cccc(C(F)(F)F)c2)n1 | -1.9 | -1 | -6 | 3 | -30 | 1 | -6 | -13 | -27 | 3
CN(C)S(=O)(=O)c1ccc(N2CCCC2)c(C(=O)NNC(=O)c2ccc(Br)cc2)c1 | -0.3 | -1 | -3 | 5 | 5 | -3 | 2 | -6 | 1 | 3
Cc1c(F)cccc1NC(=O)CCCCCC1NC(=O)NC1C (stereo unspecified) | 0.4 | 3 | 4 | 5 | 0 | -1 | 1 | 13 | -2 | -2
CC(Oc1ccc(Cl)cc1)c1ccnn1S(C)(=O)=O (stereo unspecified) | -1.2 | 3 | 1 | 9 | -5 | 7 | 5 | -4 | 1 | 3
CC(C)(C)OC(=O)N[C@@H](C(=O)OC(C)(C)C)c1ccc(Br)cc1 | 0.8 | -7 | 2 | 10 | -10 | -2 | 3 | -9 | 4 | -6
O=C(O)c1ccc(N2C(=O)CC(SC(=NCc3ccc4c(c3)OCO4)Nc3ccc(F)cc3)C2=O)cc1 (stereo unspecified) | -1.9 | 2 | 1 | -6 | 5 | 2 | -2 | -5 | -27 | 77*
O=C1[C@H]2[C@@H](c3ccc(C(F)(F)F)cc3)N[C@]3(CCCN(Cc4ccccc4)C3=O)[C@H]2C(=O)N1Cc1ccccc1 | -1.9 | 4 | -3 | -4 | -19 | 5 | -10 | 3 | -8 | 2
CCN(CC)S(=O)(=O)c1cc(Br)ccc1OC | -1.0 | -2 | -2 | -7 | 7 | -2 | -2 | -11 | -5 | -2
CC(Sc1nncn1C)C(=O)Nc1ccc(Cl)cn1 (stereo unspecified) | -0.3 | -4 | -1 | -8 | 1 | -1 | 0 | 2 | 2 | -2
O=C1CC(SC2=NCCS2)C(=O)N1c1ccc(Br)cc1 (stereo unspecified) | 0.9 | -3 | -2 | -1 | -9 | 1 | -1 | -10 | 2 | 6

Source: PubChem BioAssay (several laboratories)
